High-throughput results: PubChem BioAssay, NMMLSC
VLA-4 inh: inhibition in a human VLA-4 binding assay; 330,000 compounds, 0.2% hits; P13612; inhibition, % (about 7 µM as worked out from the volumes in the protocol); VLA-4 expressing cells, ligand binding flow cytometry; in the data active = inhibition above about 50%
Target sequence (P13612 whole entry, looked up): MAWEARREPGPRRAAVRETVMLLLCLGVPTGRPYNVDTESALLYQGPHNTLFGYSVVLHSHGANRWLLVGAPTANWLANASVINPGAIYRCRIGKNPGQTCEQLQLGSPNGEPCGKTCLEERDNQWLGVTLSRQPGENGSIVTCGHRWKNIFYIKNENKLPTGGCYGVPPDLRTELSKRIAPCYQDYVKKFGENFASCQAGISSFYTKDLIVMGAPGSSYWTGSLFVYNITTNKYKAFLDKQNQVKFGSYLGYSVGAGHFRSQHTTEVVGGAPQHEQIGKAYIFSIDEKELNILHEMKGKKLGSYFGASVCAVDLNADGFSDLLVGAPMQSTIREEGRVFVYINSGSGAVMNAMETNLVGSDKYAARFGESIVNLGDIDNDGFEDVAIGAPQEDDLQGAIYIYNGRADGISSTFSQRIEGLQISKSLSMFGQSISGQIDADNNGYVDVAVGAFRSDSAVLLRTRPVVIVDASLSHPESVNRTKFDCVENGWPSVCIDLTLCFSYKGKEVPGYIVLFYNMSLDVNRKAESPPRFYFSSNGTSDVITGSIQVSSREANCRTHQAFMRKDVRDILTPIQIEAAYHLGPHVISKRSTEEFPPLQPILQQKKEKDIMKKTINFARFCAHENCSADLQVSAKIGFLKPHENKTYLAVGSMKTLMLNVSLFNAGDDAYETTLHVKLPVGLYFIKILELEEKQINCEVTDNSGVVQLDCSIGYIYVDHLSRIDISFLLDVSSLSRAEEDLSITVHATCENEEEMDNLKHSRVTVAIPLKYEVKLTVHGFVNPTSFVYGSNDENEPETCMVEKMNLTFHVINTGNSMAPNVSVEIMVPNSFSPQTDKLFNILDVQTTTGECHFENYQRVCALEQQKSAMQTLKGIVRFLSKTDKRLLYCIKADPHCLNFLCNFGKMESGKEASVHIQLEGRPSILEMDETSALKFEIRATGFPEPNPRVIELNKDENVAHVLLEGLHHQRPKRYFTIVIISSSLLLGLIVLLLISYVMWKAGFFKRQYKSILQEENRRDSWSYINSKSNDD
AGP1-GFP MLPCN: yeast TOR pathway AGP1-GFP modulation | S. cerevisiae AGP1-GFP multiplex flow cytometry, 3 h; GFP as percent of DMSO wells | AID 2066 | GFP response vs DMSO, % at 10 µM | 320,000 compounds, 0.02% hits;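 active = GFP response relative to DMSO above a set limit, near screen average plus 3 SD, cut at about 150% in these data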;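 note: median GFP channel fluorescence of the gated AGP1 strain per well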
CR mimetic SO: caloric restriction mimetics inhibiting age-related superoxide in yeast; S. cerevisiae aged cells, superoxide DHE fluorescence; hits give low values; superoxide response (% of plate mean), % at 10 µM; 330,000 compounds, 0.18% hits;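 active = superoxide response under a set limit, about three screen SD below normal, cut at about 65% in these data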;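 note: yeast aged for seven days with compound at 30 °C before DHE staining; 100% = average MFI of all compound-treated wells on the plate with controls excluded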
MEP2 TOR yeast: alters MEP2-GFP fluorescence in TOR pathway yeast screen. S. cerevisiae MEP2-GFP strain, flow cytometry GFP, 3 h; 100% = DMSO control level. GFP response vs DMSO, % at 10 µM. 330,000 compounds, 0.51% hits. AID 2016;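 active = GFP response versus DMSO above a set limit, roughly screen mean plus 3 SD, cut at about 180% in these data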;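 note: median GFP fluorescence of the barcode-gated MEP2-GFP cells per well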
RPL19A-GFP yeast: yeast TOR pathway RPL19A-GFP modulation. percent response vs DMSO, % at 10 µM. S. cerevisiae RPL19A-GFP strain, flow cytometry, 3 h; hits give low values. 330,000 compounds, 0.3% hits;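 active = percent response vs DMSO below 50%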;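 note: median channel GFP fluorescence of the barcoded RPL19A-GFP strain; ratio of sample median GFP to plate DMSO average so 100% = DMSO; lower means less RPL19A-GFP as with rapamycin TOR inhibition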
GRK2 aptamer HTS: blocks RNA aptamer binding to human GRK2. P25098. bead flow cytometry, FAM-aptamer displacement from GRK2. inhibition of aptamer binding, % at 10 µM. 330,000 compounds, 0.59% hits;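 active = inhibition of aptamer binding above 40%, roughly 3 SD of noise, on plates passing a quality check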;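 note: median bead fluorescence of bound FAM aptamer so fluorescent compounds give negative values; no value below 0 was filed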
LAP4-GFP MLPCN: alters LAP4-GFP fluorescence in TOR pathway yeast screen; 320,000 compounds, 0.34% hits; S. cerevisiae LAP4-GFP multiplex, flow cytometry GFP, 3 h; median GFP as percent of DMSO wells; GFP response vs DMSO, % at 10 µM;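 active = GFP response vs DMSO above a set limit, about the screen mean plus 3 SD, cut at about 150% in these data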
CIT2-GFP yeast: yeast TOR pathway CIT2-GFP modulation. AID 2029. GFP response vs DMSO, % at 10 µM. S. cerevisiae CIT2-GFP strain, flow cytometry, 3 h; 100 means same as DMSO wells. 320,000 compounds, 0.065% hits;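 active = GFP response relative to DMSO above a set limit, near the screen mean plus 3 SD, cut at about 150% in these data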;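 note: ratio of well median GFP fluorescence to mean of DMSO wells on the plate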
Numbers without * were called inactive.

For COc1ccc(-n2nc(C(=O)NCCCN3CCCC3=O)c3c4ccccc4n(C)c3c2=O)cc1Cl the results were VLA-4 inh 13, AGP1-GFP MLPCN 98, CR mimetic SO 82, MEP2 TOR yeast 102, RPL19A-GFP yeast 103, GRK2 aptamer HTS 2, LAP4-GFP MLPCN 97 and CIT2-GFP yeast 96.
Screening CCOC(=O)c1cc(C(=O)c2cccs2)n2ccc(C(C)=O)cc12 returned VLA-4 inh -9, AGP1-GFP MLPCN 35, CR mimetic SO 87, MEP2 TOR yeast 108, RPL19A-GFP yeast 99, GRK2 aptamer HTS 11, LAP4-GFP MLPCN 110 and CIT2-GFP yeast 100.
`CC1(C)CC(NC(=O)c2sc3cc(Cl)ccc3c2Cl)CC(C)(C)N1` gave VLA-4 inh 23, AGP1-GFP MLPCN 107, CR mimetic SO 106, MEP2 TOR yeast 99, RPL19A-GFP yeast 99, GRK2 aptamer HTS 0, LAP4-GFP MLPCN 97 and CIT2-GFP yeast 101.
Cc1ccc(CN(Cc2ccccn2)C(=O)Nc2ccc(C)c(C)c2)cc1 was read as VLA-4 inh 7, AGP1-GFP MLPCN 100, CR mimetic SO 95, MEP2 TOR yeast 107, RPL19A-GFP yeast 103, GRK2 aptamer HTS 0, LAP4-GFP MLPCN 94 and CIT2-GFP yeast 101.
For O=C(NNc1c(F)c(F)cc(F)c1F)c1cc2ccccc2oc1=O the results were VLA-4 inh -2, AGP1-GFP MLPCN 98, CR mimetic SO 108, MEP2 TOR yeast 98, RPL19A-GFP yeast 96, GRK2 aptamer HTS 2, LAP4-GFP MLPCN 97 and CIT2-GFP yeast 92.
C/C(=N\OCC(=O)Nc1ccccc1C(=O)O)c1cccs1 was read as VLA-4 inh 20, AGP1-GFP MLPCN 73, CR mimetic SO 126, MEP2 TOR yeast 120, RPL19A-GFP yeast 72, GRK2 aptamer HTS 1, LAP4-GFP MLPCN 97 and CIT2-GFP yeast 90.
COc1ccc2c(c1OC)C(=O)OC2Nc1nc2ccccc2s1 (stereo unspecified) was read as VLA-4 inh 1, AGP1-GFP MLPCN 106, CR mimetic SO 101, MEP2 TOR yeast 107, RPL19A-GFP yeast 100, GRK2 aptamer HTS 3, LAP4-GFP MLPCN 109 and CIT2-GFP yeast 103.
For COc1ccc(N(CC(=O)NC2CCCC2)C(=O)Cn2nnc(-c3ccc(F)cc3)n2)cc1OC the results were VLA-4 inh 8, AGP1-GFP MLPCN 102, CR mimetic SO 146, MEP2 TOR yeast 102, RPL19A-GFP yeast 102, GRK2 aptamer HTS 0, LAP4-GFP MLPCN 97 and CIT2-GFP yeast 104.
Screening O=C1N(Cc2ccc(F)cc2)CCN1c1ccc(F)cc1 returned VLA-4 inh 1, AGP1-GFP MLPCN 92, CR mimetic SO 99, MEP2 TOR yeast 98, RPL19A-GFP yeast 98, GRK2 aptamer HTS 0, LAP4-GFP MLPCN 90 and CIT2-GFP yeast 92.
Screening CC(=O)c1ccc(NC(=O)CO/N=C(\C)c2cccs2)cc1 returned VLA-4 inh 22, AGP1-GFP MLPCN 96, CR mimetic SO 99, MEP2 TOR yeast 100, RPL19A-GFP yeast 100, GRK2 aptamer HTS 0, LAP4-GFP MLPCN 102 and CIT2-GFP yeast 95.

The closing 2 records of the part before are carried over, then new ones follow:
Screening O=C1N(Cc2ccc(F)cc2)CCN1c1ccc(F)cc1 returned VLA-4 inh 1, AGP1-GFP MLPCN 92, CR mimetic SO 99, MEP2 TOR yeast 98, RPL19A-GFP yeast 98, GRK2 aptamer HTS 0, LAP4-GFP MLPCN 90 and CIT2-GFP yeast 92.
Screening CC(=O)c1ccc(NC(=O)CO/N=C(\C)c2cccs2)cc1 returned VLA-4 inh 22, AGP1-GFP MLPCN 96, CR mimetic SO 99, MEP2 TOR yeast 100, RPL19A-GFP yeast 100, GRK2 aptamer HTS 0, LAP4-GFP MLPCN 102 and CIT2-GFP yeast 95.
CCN(CC(=O)Nc1c(F)cccc1F)C(=O)CSc1ccccc1 was read as VLA-4 inh -3, AGP1-GFP MLPCN 97, CR mimetic SO 86, MEP2 TOR yeast 99, RPL19A-GFP yeast 92, GRK2 aptamer HTS 0, LAP4-GFP MLPCN 92 and CIT2-GFP yeast 96.
COc1ccccc1N1C(=O)c2ccccc2NC1c1ccc(O)cc1 (stereo unspecified) was read as VLA-4 inh 5, AGP1-GFP MLPCN 97, CR mimetic SO 107, MEP2 TOR yeast 97, RPL19A-GFP yeast 103, GRK2 aptamer HTS 0, LAP4-GFP MLPCN 87 and CIT2-GFP yeast 95.
For CCN1CCN(C(=O)/C=C/c2ccc(F)cc2)CC1 the results were VLA-4 inh -7, AGP1-GFP MLPCN 109, CR mimetic SO 115, MEP2 TOR yeast 103, RPL19A-GFP yeast 106, GRK2 aptamer HTS 0, LAP4-GFP MLPCN 101 and CIT2-GFP yeast 108.
Screening CCCCn1nc(NC(=O)CC(C)C)c2cc3cc(OC)ccc3nc21 returned VLA-4 inh 1, AGP1-GFP MLPCN 89, CR mimetic SO 93, MEP2 TOR yeast 103, RPL19A-GFP yeast 102, GRK2 aptamer HTS 1, LAP4-GFP MLPCN 83 and CIT2-GFP yeast 100.
Screening CC12CN3CC(C)(CN(C1)C3c1ccccc1)C2O (stereo unspecified) returned VLA-4 inh 3, AGP1-GFP MLPCN 106, CR mimetic SO 86, MEP2 TOR yeast 101, RPL19A-GFP yeast 102, GRK2 aptamer HTS 0, LAP4-GFP MLPCN 105 and CIT2-GFP yeast 99.
`Cn1c(=O)[nH]c(=O)c2c1nc(NN)n2CCOc1ccccc1` gave VLA-4 inh 3, AGP1-GFP MLPCN 109, CR mimetic SO 98, MEP2 TOR yeast 99, RPL19A-GFP yeast 97, GRK2 aptamer HTS 0, LAP4-GFP MLPCN 109 and CIT2-GFP yeast 117.
Screening CCOc1cc(C(=O)Nc2ccc(S(=O)(=O)Nc3cc(C)on3)cc2)cc(OCC)c1OCC returned VLA-4 inh 20, AGP1-GFP MLPCN 93, CR mimetic SO 100, MEP2 TOR yeast 98, RPL19A-GFP yeast 99, GRK2 aptamer HTS 0, LAP4-GFP MLPCN 98 and CIT2-GFP yeast 95.
COc1ccc(C(=O)Nc2c(-c3cccs3)c(=O)c3ccccc3n2C)cc1 was read as VLA-4 inh 0, AGP1-GFP MLPCN 104, CR mimetic SO 101, MEP2 TOR yeast 103, RPL19A-GFP yeast 99, LAP4-GFP MLPCN 97 and CIT2-GFP yeast 102.
CN1C(=O)C(=O)N(CC(=O)N2CCc3ccccc32)C1=O was read as VLA-4 inh 0, AGP1-GFP MLPCN 105, CR mimetic SO 107, MEP2 TOR yeast 120, RPL19A-GFP yeast 93, GRK2 aptamer HTS 1, LAP4-GFP MLPCN 92 and CIT2-GFP yeast 95.
`COc1ccccc1NC(=O)C(NC(=O)OC(C)(C)C)C(C)OCc1ccccc1` (stereo unspecified) gave AGP1-GFP MLPCN 106, CR mimetic SO 95, MEP2 TOR yeast 106, RPL19A-GFP yeast 104, GRK2 aptamer HTS 3, LAP4-GFP MLPCN 113 and CIT2-GFP yeast 98.

Among those listed so far, two contain a Cl atom:
For COc1ccc(-n2nc(C(=O)NCCCN3CCCC3=O)c3c4ccccc4n(C)c3c2=O)cc1Cl the results were VLA-4 inh 13, AGP1-GFP MLPCN 98, CR mimetic SO 82, MEP2 TOR yeast 102, RPL19A-GFP yeast 103, GRK2 aptamer HTS 2, LAP4-GFP MLPCN 97 and CIT2-GFP yeast 96.
`CC1(C)CC(NC(=O)c2sc3cc(Cl)ccc3c2Cl)CC(C)(C)N1` gave VLA-4 inh 23, AGP1-GFP MLPCN 107, CR mimetic SO 106, MEP2 TOR yeast 99, RPL19A-GFP yeast 99, GRK2 aptamer HTS 0, LAP4-GFP MLPCN 97 and CIT2-GFP yeast 101.

The results go on:
For CCN(C[C@H]1N[C@@](C)(C(=O)OC)[C@H]2C(=O)N(C)C(=O)[C@@H]12)C(=O)c1ccccc1 the results were VLA-4 inh -6, AGP1-GFP MLPCN 105, CR mimetic SO 95, MEP2 TOR yeast 97, RPL19A-GFP yeast 101, GRK2 aptamer HTS 1, LAP4-GFP MLPCN 95 and CIT2-GFP yeast 100.
Screening O=C(Nc1cccc(F)c1)c1ccc(-c2ccccc2Cl)o1 returned VLA-4 inh 15, AGP1-GFP MLPCN 96, CR mimetic SO 97, MEP2 TOR yeast 102, RPL19A-GFP yeast 108, GRK2 aptamer HTS 1, LAP4-GFP MLPCN 115 and CIT2-GFP yeast 93.
Screening COc1ccc(-c2cc(C(=O)N3CCN(c4ccccc4)CC3)no2)cc1 returned VLA-4 inh 3, AGP1-GFP MLPCN 90, CR mimetic SO 99, MEP2 TOR yeast 90, RPL19A-GFP yeast 96, GRK2 aptamer HTS 2, LAP4-GFP MLPCN 96 and CIT2-GFP yeast 98.
Cc1ccc(NC(=O)COC(=O)C2=COCCO2)c([N+](=O)[O-])c1 was read as VLA-4 inh 13, AGP1-GFP MLPCN 100, CR mimetic SO 114, MEP2 TOR yeast 96, RPL19A-GFP yeast 98, GRK2 aptamer HTS 0, LAP4-GFP MLPCN 104 and CIT2-GFP yeast 101.
`Cc1cc(SCc2cccc([N+](=O)[O-])c2)nc(=O)[nH]1` gave VLA-4 inh 1, AGP1-GFP MLPCN 98, CR mimetic SO 108, MEP2 TOR yeast 93, RPL19A-GFP yeast 97, GRK2 aptamer HTS 1, LAP4-GFP MLPCN 95 and CIT2-GFP yeast 93.
N#CCn1nnc(-c2ccc3c(c2)OCO3)n1 was read as VLA-4 inh -6, AGP1-GFP MLPCN 103, CR mimetic SO 97, MEP2 TOR yeast 101, RPL19A-GFP yeast 109, GRK2 aptamer HTS 1, LAP4-GFP MLPCN 106 and CIT2-GFP yeast 118.
For CCC(=O)N1CCc2cc(S(=O)(=O)NCCC(=O)Nc3cc(C)cc(C)c3)ccc21 the results were VLA-4 inh -1, AGP1-GFP MLPCN 102, CR mimetic SO 88, MEP2 TOR yeast 99, RPL19A-GFP yeast 100, GRK2 aptamer HTS 3, LAP4-GFP MLPCN 100 and CIT2-GFP yeast 101.
CC(C)N(Cc1nccn1C)C(=O)c1ccc2oc(CCCc3ccccc3)nc2c1 was read as VLA-4 inh -2, AGP1-GFP MLPCN 99, CR mimetic SO 96, MEP2 TOR yeast 97, RPL19A-GFP yeast 110, GRK2 aptamer HTS 2, LAP4-GFP MLPCN 99 and CIT2-GFP yeast 102.
`CCCCN(CC)Cc1ccc(CNC(=S)Nc2cccc(F)c2)o1` gave VLA-4 inh -5, AGP1-GFP MLPCN 99, CR mimetic SO 71, MEP2 TOR yeast 98, RPL19A-GFP yeast 97, GRK2 aptamer HTS 0, LAP4-GFP MLPCN 101 and CIT2-GFP yeast 99.
For Cc1ccc(F)cc1NC(=O)CCc1c(C)[nH]c(=O)c(C#N)c1C the results were VLA-4 inh 0, AGP1-GFP MLPCN 99, CR mimetic SO 91, MEP2 TOR yeast 106, RPL19A-GFP yeast 104, GRK2 aptamer HTS 1, LAP4-GFP MLPCN 101 and CIT2-GFP yeast 104.
Screening C=CCOC(=O)N1CCN(c2cccc(C(F)(F)F)c2)CC1 returned VLA-4 inh 2, AGP1-GFP MLPCN 105, CR mimetic SO 97, MEP2 TOR yeast 100, RPL19A-GFP yeast 104, GRK2 aptamer HTS 0, LAP4-GFP MLPCN 100 and CIT2-GFP yeast 101.
Screening O=C(Nc1ccc(S(=O)(=O)NCc2ccco2)cc1)c1ccc(F)cc1 returned VLA-4 inh -9, AGP1-GFP MLPCN 88, CR mimetic SO 89, MEP2 TOR yeast 98, RPL19A-GFP yeast 99, GRK2 aptamer HTS 12, LAP4-GFP MLPCN 84 and CIT2-GFP yeast 91.
